Assay outcomes from PubChem.
DRD3 agonist – agonists of human D3 dopamine receptor; max activation, %; 410,000 compounds, 0.58% hits; AID 652048; D3R DiscoveRx beta-arrestin cells, luminescence, 90 min; P35462; in the data active = max activation above about 30%; also: 0% is about no effect; mostly tested at two doses, the higher about 12 µM
Target sequence (P35462 whole entry, looked up): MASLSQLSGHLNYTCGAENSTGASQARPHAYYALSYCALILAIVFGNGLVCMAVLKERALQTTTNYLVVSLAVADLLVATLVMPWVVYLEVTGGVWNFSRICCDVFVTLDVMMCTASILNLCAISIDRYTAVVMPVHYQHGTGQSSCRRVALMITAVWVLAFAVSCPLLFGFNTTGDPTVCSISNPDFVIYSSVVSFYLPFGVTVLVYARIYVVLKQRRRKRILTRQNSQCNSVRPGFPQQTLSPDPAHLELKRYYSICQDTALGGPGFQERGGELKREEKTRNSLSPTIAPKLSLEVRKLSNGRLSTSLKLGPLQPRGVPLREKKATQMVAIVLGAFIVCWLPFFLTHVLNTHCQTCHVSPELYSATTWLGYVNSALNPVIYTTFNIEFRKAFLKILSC
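Cells at 1500/well, incubated overnight, then treated with pinned compounds (dopamine as control) for 90 min at 37 degrees C. DiscoveRx reagent added for 30 - 60 minutes at room temperature; luminescence read.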
HEK293 tox – cytotoxic in the GLP-1 receptor inverse agonist counter-screen | Potency, µM (highest dose often 38.3 µM), without a hit: at the highest dose activity change, negative = inhibition, usual class: inhibitors | HEK293 cAMP-luciferase reporter cells, luminescence, 24 h | 410,000 compounds, 0.13% hits;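 also: loss of luciferase light is scored as toxicity; potency is read from the fitted curve at half-maximal effect; % is scaled to controls: 0 for no effect and ±100 for the full control effect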
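Cells in DMEM/10% Nu serum/1% pen-strep, 1536-well format. Pre-incubated 12 h, dosed with 23 nL compound, incubated a further 24 h. Luciferase detection, 12 min at room temp, luminescence.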
SW480 rerep – DNA re-replication induction in SW480 cells; SW480 DNA re-replication, Hoechst DNA content imaging, 48 h; Potency, µM (top dose mostly 46.1 µM), for the others: at the top dose re-replication activation, usual class: activators; 340,000 compounds, 1.8% hits; AID 624297; also: potency is read from the fitted curve at half-maximal effect; % of control where 0% means no effect; nearly all actives have a fitted effect of over 55% in size
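Per well, 250 cells were exposed to pinned compound for 48 hr. Nuclear DNA was visualised with Hoechst (40 min, 37 C) and total object intensity recorded by fluorescence scanning.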
KB-3-1 cytotox – kills parental KB-3-1 adenocarcinoma cells; KB-3-1 viability, CellTiter-Glo ATP luminescence, 72 h; Potency, µM (series often up to 46.1 µM), for the others: at the highest dose activity change, negative = cytotoxic, usual class: cytotoxic; 400,000 compounds, 1.4% hits; AID 1347075; also: potency is read from the fitted curve at half-maximal effect; % is scaled to controls: 0 for no effect and ±100 for the full control effect; nearly all actives have a fitted effect of over 60% in size
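Screening of KB-3-1 cells (DMEM, 10% FBS, phenol-red free) ran from lowest to highest compound concentration; after 72 h at 37 °C viability was read luminescently and curves fitted.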
HT1080 IDH1KD tx – kills HT-1080 cells with IDH1 knockdown. HT-1080 IDH1 knockdown viability, ATP luminescence, 48 h. Potency, µM (doses to about 46.1 µM), without a hit: at the top dose activity, negative = toxicity, hits mostly cytotoxic. 360,000 compounds, 2% hits. AID 686971;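 also: potency is read from the fitted curve at half-maximal effect; 0% = DMSO wells and -100% = cell-free medium wells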
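Cytotoxicity counter-line: IDH1KD HT-1080, 48 h, CellTiter-Glo. Curves classed by r2, magnitude and activity.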
HT1080NT lethal – kills 2HG-producing HT-1080-NT fibrosarcoma cells; HT-1080-NT fibrosarcoma viability, CellTiter-Glo ATP luminescence, 48 h; Potency, µM (top dose mostly 46.1 µM), for inactives: at the top dose activity, negative = less viability, hits mostly cytotoxic; 360,000 compounds, 1.6% hits;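 also: NT is the 2HG producing partner of a matched IDH1 knockdown line; potency is read from the fitted curve at half-maximal effect; 0% = DMSO-treated cells and -100% = media-only wells without cells; nearly all actives have a fitted effect of over 55% in size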
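Luminescent CellTiter-Glo readout after 48 hours of compound exposure at 37 degrees C defined viability of HT-1080-NT cells. Activity was normalized to DMSO wells and cell-free media wells; concentration-response curves were fitted and assigned curve classes.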
IL1B secr inh – inflammasome signaling inhibition, IL-1 beta readout | THP-1 LPS/ATP IL-1B secretion, AlphaLISA, 16 h; active compounds read low | 360,000 compounds, 4.7% hits | activity change, % at 57.5 µM; in the data active = activity change below about -50%; inconclusive = mostly about -30% to -49%; also: % is scaled to controls: 0 for no effect and ±100 for the full control effect
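THP-1 cells pretreated 1 hr with compounds (up to 57.5 uM final), then stimulated with LPS (250 ng/mL final) plus ATP (1.25 mM final); secreted IL-1B measured by AlphaLISA after 16 hr, decreased signal indicating inhibition.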
KB-V1 cytotox – kills drug-selected multidrug resistant KB-V1 cells. AID 1347076. 400,000 compounds, 3.4% hits. Potency, µM (doses to about 46.1 µM), without a hit: at the highest dose activity change, negative = cytotoxicity, most hits filed as cytotoxic. KB-V1 MDR cells viability, CellTiter-Glo, 72 h; also: potency is read from the fitted curve at half-maximal effect; % is scaled to controls: 0 for no effect and ±100 for the full control effect; nearly all actives have a fitted effect of over 60% in size
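Luminescent ATP read-out (CellTiter-Glo, 10 min) measures survival of drug-selected KB-V1 MDR cells after 72 h, 37 degrees C compound exposure. Medium: phenol-red-free DMEM, 10% FBS. Values from fitted concentration-response curves.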
MCF10A rereplic – inducers of DNA re-replication in MCF 10A breast cells | 350,000 compounds, 2.9% hits | AID 624296 | MCF 10A DNA re-replication, Hoechst nuclear intensity, 48 h | Potency, µM (top dose mostly 46.1 µM), inactives show at the top dose activity, positive = re-replication, most hits filed as activators; also: potency is read from the fitted curve at half-maximal effect; % of control where 0% means no effect; nearly all actives have a fitted effect of over 50% in size
* marks the source's active call; other numbers are inactive results; ? = inconclusive; · = no result given; & = joins results of further samples; ! = repeats disagree; [ ] = another dose, or the depositor's remark. Unless noted, calls follow the shape of the dose curve; as a rule, active = well fitted curve in the direction sought with a large enough effect; inconclusive = small, poorly fitted or top-dose-only effect, or another doubt; inactive = no such curve, though single readings can be large; an effect the other way counts as inactive or inconclusive. Random draw from the library. About 11% of those tested had a hit in this group.

SMILES	DRD3 agonist	HEK293 tox	SW480 rerep	KB-3-1 cytotox	HT1080 IDH1KD tx	HT1080NT lethal	IL1B secr inh	KB-V1 cytotox	MCF10A rereplic
Cc1ccc(NC(=O)C2CCC(CNc3c(N4CCC(C)CC4)c(=O)c3=O)CC2)cc1F (stereo not drawn)	5	-15%	5%	-17%	5%	9%	-16	0%	-4%
COc1cccc(-c2nc(-c3ccccc3)c(-c3ccccc3)[nH]2)c1OCC(=O)O	4	-1%	-1%	0%	-12%	-4%	11	-11%	-2%
O=C(NCc1ccccc1)c1ccccc1CO	3	5%	-56%[inhibitor]	11%	5%	2%	0	-13%	-34%[inhibitor]
Cc1cccn2c(=O)c3cc(C#N)c(=O)n(CCCN4CCOCC4)c3nc12	-1	·	-25%	?	3%	28%	-10	?	18µM*
COc1ccnc2c1c(=O)n(Cc1cccc(F)c1)c(=O)n2C	3	11%	-23%	1%	1%	2%	-4	0%	?
COc1ccc(C(=O)Nc2cc(C)on2)cc1S(=O)(=O)N1CC(c2ccccc2)CC1=O (stereo not drawn)	1	-6%	-1%	10%	12%	10%	2	-1%	-4%
Cc1cccc(NC(=O)N2CCN(Cc3ccccc3)CC2)c1	-13	2%	-6%	5%	-1%	8%	0	?	5%
C=C(C)COC(=O)c1ccccc1C(=O)OCC1(C)CO1 (stereo not drawn)	3	-23%	-8%	2%	7%	4%	12	-3%	-2%
COc1ccccc1N1CCN(C(=O)NC23CC4CC(CC(C4)C2)C3)CC1	-3	0%	-1%	1%	-5%	9%	4	-2%	10%
CC(C)NC(=O)N(C)C[C@H]1Oc2ccc(NC(=O)C3CCCCC3)cc2C(=O)N([C@H](C)CO)C[C@@H]1C	8	20%	1%	12%	-4%	-4%	-1	5%	0%

Compound profiles, from the list above:
COc1ccccc1N1CCN(C(=O)NC23CC4CC(CC(C4)C2)C3)CC1 across the screens: DRD3 agonist: -3; HEK293 tox: 0%; SW480 rerep: -1%; KB-3-1 cytotox: 1%; HT1080 IDH1KD tx: -5%; HT1080NT lethal: 9%; IL1B secr inh: 4; KB-V1 cytotox: -2%; MCF10A rereplic: 10%
Cc1cccn2c(=O)c3cc(C#N)c(=O)n(CCCN4CCOCC4)c3nc12 across the screens: DRD3 agonist: -1; HEK293 tox: ·; SW480 rerep: -25%; KB-3-1 cytotox: ?; HT1080 IDH1KD tx: 3%; HT1080NT lethal: 28%; IL1B secr inh: -10; KB-V1 cytotox: ?; MCF10A rereplic: 18µM*

Later entries:
SMILES	DRD3 agonist	HEK293 tox	SW480 rerep	KB-3-1 cytotox	HT1080 IDH1KD tx	HT1080NT lethal	IL1B secr inh	KB-V1 cytotox	MCF10A rereplic
CCOC(=O)N1CCC(NC(=O)C2CCN(S(=O)(=O)c3ccc4c(c3)oc(=O)n4C)CC2)CC1	12	14%	-1%	0%	3%	10%	45	?	-1%
NS(=O)(=O)c1ccc(NC(=O)/C=C/c2cccs2)cc1	-16	2%	23µM*	-1%	-2%	-6%	17	-6%	-2%
CC(=O)Nc1cccc(-c2ccnc3c2CC(C)(C(=O)NC(C)C)O3)c1 (stereo not drawn)	19	-4%	·	0%	3%	-1%	15	-1%	·
O=C(CSc1ccc(Br)cc1)Nc1ccc(N2CCOCC2)cc1	5	-1%	1%	8%	-4%	1%	4	20%	-4%
O=C(NC1CCCC1)C(c1ccc(Cl)cc1)N(C(=O)c1csnn1)C1CC1 (stereo not drawn)	-16	-2%	-28%	7%	20%	12%	-1	-1%	-34%[inhibitor]
Cc1ccc(C)c(Cn2nnc(C(=O)NCc3ccccc3)c2N)c1	-17	-1%	·	-20%	·	·	·	0%	·
CCOC(=O)c1ccccc1OC(=O)Oc1ccccc1C(=O)OCC	14	-14%	-5%	8%	-13%	-20%	-17	4%	?
CN1CCN(C(=O)c2ccc(-c3cccs3)s2)CC1	-2	-14%	-5%	-3%	?	16%	-10	-6%	10%
CCOc1ncccc1C(=O)N1CCN(Cc2ccc3c(c2)OCO3)CC1	-3	9%	3%	-9%	-6%	-1%	?	-13%	0%
O=C(Cc1cccs1)Nc1nnc(SCc2ccc(F)cc2)s1	1	-8%	-11%	4%	-7%	0%	0	0%	6%
CCCCOc1ccc(C(=O)CCN2CCCCC2)cc1	-44&-9	6%	10µM*!	0%	18µM*	?	-20	-6%	16µM*
O=C(Cn1cc(C(F)(F)F)cc(Cl)c1=O)Nc1cc(Cl)cc(Cl)c1	-1	-4%	-4%	-25%	-1%	-6%	-1	-5%	3%
COc1cc(CNCCc2c[nH]c3ccccc23)ccc1OCc1ccccc1F	-18	7%	-2%	-2%	?	?	-57*	-20%	?
Nc1cc(N2CCCCC2)c([N+](=O)[O-])cc1Cl	-4	-28%	-3%	13%	2%	-1%	-12	15%	9%
CCOC(=O)c1[nH]c(CSc2nnc(-c3ccc(OC)cc3)o2)c(C(=O)OCC)c1C	2	2%	9%	0%	-2%	-4%	-8	?	16µM*
CCCCCOc1ccc(NC2=CC(=O)CCC2)cc1	5	4%	3%	?	-11%	-2%	-4	-27%	14%
CC(=O)[C@@H]1[C@@H]2C(=O)N(c3ccccc3F)C(=O)[C@@H]2[C@H]2c3ccccc3C=NN12	-6	19%	-7%	13%	14%	20%	4	-7%	0%
CCN1CCN(C(=O)Cn2ncc3c4ccccc4n(Cc4ccccc4F)c3c2=O)CC1	10	1%	·	-3%	·	·	·	-4%	·
CC1CCC2(CC1)NC(=O)N(Cc1cccc(C(F)(F)F)c1)C2=O (stereo not drawn)	-1	3%	?	0%	-17%	-5%	24	-32%	?
CC1(C)C(=S)N(Cc2ccccc2)c2ccccc21	-6	2%	2%	0%	1%	-2%	23	?	1%
Cc1ccc(-c2c[n+]3c(n2-c2ccccc2)CCC3)cc1	-23	?	?	1.3µM*	?	?	-53*	0%	8.2µM*
COc1ccccc1NC(=S)NC(=O)CCc1ccccc1	2	?	-1%	0%	11%	6%	11	?	?
COc1ccccc1CNC(=O)CCNC(=O)C1CCN(S(=O)(=O)c2ccccc2)CC1	1	9%	-8%	-9%	13%	-1%	21	?	-10%
CCOCCCNC(=O)Cn1nc(Cc2ccncc2)c2ccccc2c1=O	7	-14%	10%	17%	10%	14%	6	35%	5%
CCN(CC)c1ccc(NC(=O)C2CC3CCC2C3)cc1 (stereo not drawn)	-13	-15%	-3%	-3%	7%	-6%	-23	-17%	28%
CCOC(=O)C1C(=O)C=C(c2ccc(C)cc2)CC1c1ccco1 (stereo not drawn)	1	12%	10%	8%	12%	5%	-8	0%	12%
c1ccc(CCNc2ccccn2)nc1	6	9%	-4%	0%	0%	1%	14	?	0%
O=C(Oc1ccccc1)c1cccc2cccc(C(=O)Oc3ccccc3)c12	-5	25%	-9%	-11%	-1%	-15%	13	?	12%
CCc1ccc(C(=O)N2CCC(c3nc4ccccc4s3)CC2)cc1	1	76%[activator]	7%	-12%	-17%	-3%	0	0%	?
CCOc1ccccc1NC(=O)c1ccc2c(c1)C(=O)N(CC(C)C)C2=O	3	9%	-5%	-2%	14%	3%	-9	-12%	-3%
COC(=O)c1ccccc1COn1c(=O)c(C)[n+]([O-])c2ccccc21	-1	-10%	4%	0%	4%	6%	15	?	5%
Cc1ccc(NC(=O)c2ccc(Cl)c(S(=O)(=O)NCc3ccco3)c2)c(O)c1	-8	-17%	-8%	-2%	0%	5%	-29	6%	16%
CCOC(=O)c1ccc(NC(=O)N2C3CCCC2CC(NC(C)=O)C3)cc1 (stereo not drawn)	-4	-9%	-12%	20%	6%	-14%	29	16%	-5%
O=C1N=c2ccccc2=C1c1[nH]c(=S)[nH]c1O	7	1%	-7%	1%	-13%	-15%	9	-16%	1%
COc1ccc(C)cc1NC(=O)COC(C)=O	1	8%	0%	18%	6%	13%	26	-3%	1%
Cc1ccccc1NC(=O)CSc1nc2[nH]c(=O)cc(O)c2s1	-9	8%	-1%	3%	-2%	-1%	4	1%	0%
Cc1cc(C)c(/C([O-])=C(/C(=S)Nc2ccc(SC(F)F)cc2)[n+]2ccccc2)cc1C	7	-18%	?	-9%	-7%	-6%	5	0%	?
COc1ccc(C(=O)Nc2ccccc2NC(=O)c2ccc(OC)cc2)cc1	-4	-28%	-11%	1%	0%	5%	0	-24%	8%
Cc1cc(C)n(-c2ccc(Cl)c(C(=O)O)n2)n1	-42	17%	-5%	-13%	13%	12%	-9	0%	4%
CCN(CC)C(=O)CSc1nc(-c2ccco2)cc(C(F)(F)F)c1C#N	-2	-3%	4%	-6%	13%	10%	-13	-10%	?
COc1ccccc1-c1nc(S(=O)(=O)c2ccccc2)c(N2CCCCC2)o1	0	-22%	-1%	-1%	8%	13%	-15	0%	13%
CC1CCN(S(=O)(=O)c2cc([N+](=O)[O-])ccc2Cl)CC1	-5	1%	?	-5%	-12%	-8%	-1	10%	18%
Cc1cc(=O)oc2c1c(C(F)(F)F)nn2-c1ccccc1	-10	-4%	-1%	4%	-1%	-1%	0	21%	4%
CNCCCOc1cc(C)cc(C)c1C	-9	23%	10%	1%	-11%	-16%	-25	8%	6%
CCOC(=O)c1cnn(C)c1NC(=O)c1ccc(Cl)cc1Cl	7	-4%	-2%	2%	3%	-1%	27	18%	0%
O=C(Nc1ccc(CN2CCOCC2)cc1)c1ccc2ccccc2c1	-6	-8%	-1%	3%	-2%	-2%	-23	?	?
COc1ccc2nc(N3C(=O)C(O)=C(C(=O)c4ccco4)C3c3ccc(C)o3)sc2c1 (stereo not drawn)	1	5%	-6%	-12%	-28%	-26%	52	?	?
Cc1ccc(C)c(N2CCN(C(=O)CCc3nc(-c4cccc(Cl)c4)no3)CC2)c1	11	1%	8%	12%	10%	5%	-3	6%	?
Cc1cc(C)c(-n2nnnc2SCC(=O)c2cccs2)c(C)c1	20	1%	?	-8%	-19%	-10%	-10	?	25%
COc1ccc(OCCn2nnc3sc4c(c3c2=O)CCCC4)cc1	-1	-4%	·	7%	·	·	·	1%	·
